CASP6 VEID inh: human caspase-6 inhibitors, primary screen, biochemical, VEID-R110 fluorescence, single point, set 2. P55212. inhibition, % at 12.5 µM. purified caspase-6, Z-VEID-R110 cleavage fluorescence. actives 0.53% (n = 350,000);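 active = mean inhibition across replicates at least about 35%, with every replicate also reaching that limit, limit read from the data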;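 note: 0% = median of neutral control wells and 100% = no fluorescence left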
Target sequence (P55212 24-179 limits assumed): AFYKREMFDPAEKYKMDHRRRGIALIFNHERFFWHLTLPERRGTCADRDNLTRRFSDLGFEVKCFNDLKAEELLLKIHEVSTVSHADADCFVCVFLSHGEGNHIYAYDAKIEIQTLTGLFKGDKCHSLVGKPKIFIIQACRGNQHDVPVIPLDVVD
Target sequence (P55212 194-293 limits assumed): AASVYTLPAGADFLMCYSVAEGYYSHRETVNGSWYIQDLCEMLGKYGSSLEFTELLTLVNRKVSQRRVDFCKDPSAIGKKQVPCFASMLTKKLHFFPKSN
FN deposition inh: inhibitors of fibronectin matrix deposition, primary screen, AH1F cells, Alexa488-fibronectin fluorescence, plate reader. AH1F fibroblasts, overnight. inhibition, % at 12.6 µM. actives 0.086% (n = 350,000);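 active = mean inhibition across replicates of 30% or more, regardless of how many single replicates reach that level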;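 note: positive control wells lacked labelled fibronectin entirely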
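test system = AH1F fibroblasts assembling fluorescent fibronectin matrix | quantity = 10000 AH1F cells per well | buffer or medium = DMEM plus 2% serum, read in PBS | doses = single dose, pinned | incubation = 1 h cell attachment, overnight exposure to compound and label | detection = fluorescence at 485 nm excitation, 525 nm emission | read-out basis = inhibition from reduced deposited-fibronectin fluorescence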
EWS-Fli block: EWS/Fli-driven NR0B1 reporter inhibitors, primary screen, A673 cells, NR0B1 luciferase, luminescence, MLPCN library | viability-normalised | inhibition, % at 12.6 µM | actives 0.67% (n = 350,000);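 active = mean inhibition of at least 50% after viability correction, with every replicate also passing that limit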;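 note: firefly luciferase signal divided by Alamar Blue viability fluorescence both relative to DMSO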
Cneo AK release: Cryptococcus neoformans cell lysis inducers, primary screen, AK release luminescence, single concentration; C. neoformans lysis, adenylate kinase release luminescence, 4 h; normalised: neutral wells 0, clomiphene wells 100; lysis activity, % at 15 µM; actives 0.2% (n = 360,000);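 active = mean lysis activity across replicates of at least 80%, whatever share of replicates individually reach that level; inactive = mean lysis activity below 80%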
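Assay system: Cryptococcus neoformans yeast cells / Dosing: single-point compound dose / Timing: 4 h at 37 °C static, read 1 h later / Measured by: luminescence of released adenylate kinase using an AK detection reagent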
PGC1a acetyl inh: inhibitors of PGC1a acetylation signal, primary screen, cell-based, U2OS, AlphaScreen, inhibitor mode; actives 0.17% (n = 350,000); AlphaScreen anti-acetyl-lysine; with virally co-expressed GCN5 acetyltransferase; inhibition, % at 15.6 µM;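 active = every replicate shows inhibition of at least 40%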;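 note: 0% = neutral control wells and 100% = positive control wells; some results beyond the cut were filed as inactive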
miR-122 sensor: miR-122 Renilla sensor signal increase in Huh7, primary screen, miR-122 inhibitor project, cell-based, single point, plate reader; actives 0.3% (n = 340,000); Huh7 miR-122 Renilla luciferase sensor, 48 h; neutral wells = 0, positive control = 100; activation (reporter increase), % at 12.5 µM; AID 602342, 2012;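 active = mean replicate activation score at least 90 and every replicate individually at or above 90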;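 note: higher luciferase means less miR-122 activity so hits act as miR-122 inhibitors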
PAX8 reporter: inhibitors of PAX8-driven TPO luciferase reporter, primary screen, RMG-I cells, single concentration | SteadyGlo, 24 h | inhibition, % at 12.6 µM | actives 1.2% (n = 360,000);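 active = mean replicate inhibition at least 60% with every replicate also reaching 60%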;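 note: luciferase light reporting Pax8 driven TPO promoter activity; plate controls were median of neutral control wells for no effect and mitoxantrone controls for full effect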
LGR2 antag: inhibitors of bursicon-induced LGR2 CRE-luciferase signal, primary screen, cell-based, HEK293, CRE-luciferase reporter, bursicon stimulation | AID 720647, 2013 | inhibition, % at 9.99 µM | Drosophila bursicon receptor LGR2 (rickets) | actives 0.35% (n = 380,000) | bursicon-stimulated, 4 h;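 active = drop in luminescence signal, shown as inhibition above about 50% in the replicate tests, limit read from the data, passing the limit was not always enough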;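 note: agonist challenge used bursicon conditioned medium at about half maximal strength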
An asterisk follows results filed as active; · = not tested or not shown; & = joins results of further samples; [ ] = another dose, or the depositor's remark.

SMILES	CASP6 VEID inh	FN deposition inh	EWS-Fli block	Cneo AK release	PGC1a acetyl inh	miR-122 sensor	PAX8 reporter	LGR2 antag
O=C(CCN=C1NS(=O)(=O)c2ccccc21)OCC(=O)c1ccccc1Cl	4	·	-3	·	·	·	-15	-20
COc1ccc(CN2CCN(CC=C(C)C)C(CCO)C2)cc1Cn1cccn1 (centres undefined)	-3	10	-1	·	·	·	1	-20
CCOP(=O)(OCC)C(Nc1cccc(C(F)(F)F)c1)c1ccc(F)cc1 (centres undefined)	0	2	19	·	·	·	19	18
O=C(NCc1cccnc1)C(=O)Nc1ccc2c(c1)OCO2	2	·	-20	·	·	·	-21	-10
CCCNC(=O)C1(C)CCCN(C(=O)c2ccc(F)c(Cl)c2)C1 (centres undefined)	5	5	-5	12	·	11	-3	28
O=C(Oc1ccccc1C(=O)Nc1ccccc1)c1ccc(Br)c([N+](=O)[O-])c1	4	-24	-2	·	·	·	-22	-14
O=C(C[C@@H]1C/C=C\C[C@@H](Cc2ccc(F)cc2)C(=O)OCCNC1=O)N[C@H](CO)Cc1ccccc1	-1	-7	11	7	·	·	-20	3
Cc1ccc(S(=O)(=O)Nc2ccc3c(c2)C(=O)N([C@H](C)CO)C[C@@H](C)[C@@H](CN(C)S(C)(=O)=O)OCCCC[C@@H](C)O3)cc1	-3	-1	1	-3	-8	-6[16.7 µM]	-11	4
CCN(C[C@@H]1N[C@@H](CO)[C@@H]1c1ccc(C2=CCCC2)cc1)C(=O)c1ccncc1	-2	·	-8	2	-5	18[16.7 µM]	-8	-1
COc1ccccc1CNS(=O)(=O)c1c(C)nc2sccn2c1=O	-1	7	-9	-1	-9	-7	1	4
ClCc1nnc(-c2ccccc2)o1	13	-4	16	·	·	·	-8	5
C[C@@H]1CN([C@H](C)CO)C(=O)CCCn2cc(nn2)CO[C@H]1CN(C)S(=O)(=O)c1ccc(Oc2ccccc2)cc1	0&0	4&-1	5&3	-1&1	4&-1	1	-14&5	2&-10
Cc1c(C(=O)NCc2cccc([N+](=O)[O-])c2)sc(=O)n1Cc1ccccc1F	-3	7	3	-1	·	·	-7	6
C[C@@H]1CN([C@H](C)CO)S(=O)(=O)c2ccc(C#CCN(C)C)cc2O[C@@H]1CN(C)Cc1ccc(F)cc1	0	5	6	42	-29	8[16.7 µM]	·	23
COc1cc2nc3n(c(=O)c2cc1OC)-c1ncccc1C(=O)NC3Cc1ccccc1 (centres undefined)	4	-5	1	-2	·	1	-11	1

Sorted by SMILES length (low to high): some entries from above.
SMILES	CASP6 VEID inh	FN deposition inh	EWS-Fli block	Cneo AK release	PGC1a acetyl inh	miR-122 sensor	PAX8 reporter	LGR2 antag
ClCc1nnc(-c2ccccc2)o1	13	-4	16	·	·	·	-8	5
O=C(NCc1cccnc1)C(=O)Nc1ccc2c(c1)OCO2	2	·	-20	·	·	·	-21	-10
COc1ccccc1CNS(=O)(=O)c1c(C)nc2sccn2c1=O	-1	7	-9	-1	-9	-7	1	4
CCCNC(=O)C1(C)CCCN(C(=O)c2ccc(F)c(Cl)c2)C1 (centres undefined)	5	5	-5	12	·	11	-3	28
COc1ccc(CN2CCN(CC=C(C)C)C(CCO)C2)cc1Cn1cccn1 (centres undefined)	-3	10	-1	·	·	·	1	-20
CCOP(=O)(OCC)C(Nc1cccc(C(F)(F)F)c1)c1ccc(F)cc1 (centres undefined)	0	2	19	·	·	·	19	18
O=C(CCN=C1NS(=O)(=O)c2ccccc21)OCC(=O)c1ccccc1Cl	4	·	-3	·	·	·	-15	-20
COc1cc2nc3n(c(=O)c2cc1OC)-c1ncccc1C(=O)NC3Cc1ccccc1 (centres undefined)	4	-5	1	-2	·	1	-11	1
Cc1c(C(=O)NCc2cccc([N+](=O)[O-])c2)sc(=O)n1Cc1ccccc1F	-3	7	3	-1	·	·	-7	6
O=C(Oc1ccccc1C(=O)Nc1ccccc1)c1ccc(Br)c([N+](=O)[O-])c1	4	-24	-2	·	·	·	-22	-14
CCN(C[C@@H]1N[C@@H](CO)[C@@H]1c1ccc(C2=CCCC2)cc1)C(=O)c1ccncc1	-2	·	-8	2	-5	18[16.7 µM]	-8	-1
O=C(C[C@@H]1C/C=C\C[C@@H](Cc2ccc(F)cc2)C(=O)OCCNC1=O)N[C@H](CO)Cc1ccccc1	-1	-7	11	7	·	·	-20	3
C[C@@H]1CN([C@H](C)CO)S(=O)(=O)c2ccc(C#CCN(C)C)cc2O[C@@H]1CN(C)Cc1ccc(F)cc1	0	5	6	42	-29	8[16.7 µM]	·	23
C[C@@H]1CN([C@H](C)CO)C(=O)CCCn2cc(nn2)CO[C@H]1CN(C)S(=O)(=O)c1ccc(Oc2ccccc2)cc1	0&0	4&-1	5&3	-1&1	4&-1	1	-14&5	2&-10

Following part:
SMILES	CASP6 VEID inh	FN deposition inh	EWS-Fli block	Cneo AK release	PGC1a acetyl inh	miR-122 sensor	PAX8 reporter	LGR2 antag
CCCCCC(=O)NC(=S)Nc1ccc2oc(=O)ccc2c1	-3	9	11	·	·	·	4	-10
O=C(O)c1ccc(N/N=C/c2cccc(C(F)(F)F)c2)cc1	1	6	-83	2	10	42	-181	-104
O=C(COC(=O)c1cccc(S(=O)(=O)N2CCOCC2)c1)NCc1ccccc1	3	1	-2	·	·	·	-1	5
CCC(C)NC(=O)C1CCC(=O)N(c2ccc3c(c2)OCO3)C1c1ccc(OC)cc1 (centres undefined)	3	8	-4	0	10	4	11	7
O=C(CCNC(=O)c1ccc([N+](=O)[O-])cc1)Nc1ccc(F)cc1F	-2	6	3	1	-7	-4	-5	5
C[C@@H]1CN([C@@H](C)CO)C(=O)c2cc(NC(=O)Nc3ccc(C(F)(F)F)cc3)ccc2O[C@H]1CN(C)S(=O)(=O)c1ccccc1	2	·	-14	·	5	-1[16.7 µM]	·	22
C[C@@H]1CCCCO[C@@H](CN(C)C(=O)Nc2cccc3ccccc23)[C@@H](C)CN([C@H](C)CO)C(=O)c2cc(NC(=O)c3ccncc3)ccc2O1	2	·	-3	0	5	10[16.7 µM]	0	-4
O=c1cc(CN2CCc3ccccc3C2)nc2sccn12	·	1	·	0	6	-4	42	-5
CC(=O)Nc1ccc(NC(=O)c2cc(=O)c3ccc(C)cc3o2)cc1	-1	2	3	0	12	10	-10	4
COc1ccccc1CNC(=O)C[C@@H]1CC[C@H](NC(=O)CC2CC2)[C@@H](CO)O1	4	2	5	-3	-6	·	-6	-13
O=C(C1CCC(=O)N(C2CCCC2)C1)N1CCN(Cc2cccc(F)c2)CC1 (centres undefined)	-1	4	·	2	-8	-3	9	3
COc1ccc(C(=O)NCCc2ccc(F)cc2)cc1OC	1	·	-14	0	·	-2	-42	-5
C[C@@H]1CN([C@H](C)CO)C(=O)c2cccc(NC(=O)CCCCCC(=O)Nc3ccccc3N)c2O[C@@H]1CN(C)S(=O)(=O)c1cn(C)cn1	0	2	-4	·	-8	·	2	-2
Cc1ccc(CNC(=O)N2CCN(c3ccc(C)cc3)CC2)cc1	-3	2	4	4	-14	-6	-8	-3
CCn1nc(C)c(C(=O)Nc2cc(Oc3ccc(Cl)cc3)cc([N+](=O)[O-])c2)c1C	·	·	·	2	6	4	·	-14
COc1cccc(/C=N/c2sc(Cc3ccccc3)c(C)c2C(N)=O)c1O	·	·	·	0	15	1	-10	-20
O=C(NN1CCCCC1)c1ccc(COc2ccc(Cl)cc2)cc1	-1	-12	-15	·	·	·	-3	-1
CCc1cccc(Nc2cc(C)nc3nc(C)nn23)c1	-2	5	1	0	-1	1	15	0
COc1cccc(-c2ccc3c(c2)[C@H]2[C@H](CCN2C(=O)c2ccc(F)cc2)[C@@H](CO)N3)c1	-1	1	-6	13	7	6[16.7 µM]	2	-16
O=C(CCCc1nc2ccccc2s1)Nc1ccc(N2CCOCC2)cc1	-6	2	10	·	·	·	30	-17
O=C(Nc1ccccc1C(=O)N1CCCCC1)c1ccccc1C(F)(F)F	8	8	3	2	4	0	-2	-7
CCOc1ccc(NC(=S)NC23CN4CN(CN(C4)C2)C3)cc1	-3	4	4	·	·	·	20	·
CCOC(=O)C1CCCN(C(=O)c2sc3nc(-c4ccc(F)cc4)cn3c2C)C1 (centres undefined)	·	-7	·	-2	-5	0	5	·
NS(=O)(=O)c1ccc(NC(=S)NC(=O)c2ccco2)cc1	·	0	·	2	·	·	-9	11
Cc1c(C(=O)N2CCN(Cc3ccccc3)CC2)oc2c1C(=O)CCC2	2	3	-3	-1	1	-6	-2	2
COc1ccc(-c2c(C(=O)c3ccc(Br)cc3)[nH]c(N)c2C(=O)NCCc2c[nH]c3ccccc23)cc1OC	0	14	23	·	·	·	14	5
CC(NC1CCCC1)C(=O)Nc1ccccc1-c1ccccc1 (centres undefined)	·	6	·	-1	-12	-1	·	·
CCCNC(=O)C1(C)CCN(Cc2ccc(OCc3ccccc3)cc2)C1 (centres undefined)	1	3	-22	1	-9	-3	·	-65
CC(C)COc1nc2ccccc2nc1C(C#N)C(=O)NC1CCCCC1 (centres undefined)	·	·	·	0	-12	12	·	-1
COc1ccc(C2=NOC(C(=O)Nc3c(C)n(C)n(-c4ccccc4)c3=O)C2)cc1OC (centres undefined)	0	1	3	-1	-3	-10	-1	13
CC(C)C#Cc1ccc2c(c1)O[C@@H](CN(C)C(=O)CC1CC1)[C@H](C)CN([C@H](C)CO)S2(=O)=O	1	1	-5	2	0	0[16.7 µM]	-13	-14
Cn1ccc(-c2ccccc2)n1	0	3	-6	-2	·	3	-7	-10
O=C(C[C@@H]1C[C@@H]2c3cc(NC(=O)c4cccnc4)ccc3O[C@@H]2[C@H](CO)O1)NC1CCCC1	-1	0	1	·	-3	·	·	10
O=C(C[C@H]1CC[C@H]2[C@@H](COC[C@H](O)CN2Cc2ccc(F)cc2)O1)N1CCc2ccccc2C1	-1	4	14	2	-15	-8[16.7 µM]	-1	9
CCNC(=O)N1CCN(c2ccc(N3CCN(Cc4ccccc4)[C@H](C)C3)c(C)c2)[C@H](C)C1	0	-5	6	·	·	·	-2	9
CCC(C)NC(=O)c1cc2c(=O)[nH]c3ccc(C)cc3c2s1 (centres undefined)	-1	2	5	1	-5	-8	2	-25
O=C(Cc1ccccn1)N1CC(=O)N2[C@H](CO)[C@@H](c3ccc(C#CC4CC4)cc3)[C@@H]2C1	-2	·	-2	·	0	·	-8	0
N=C1/C(=C\c2ccc(SCc3ccco3)o2)C(=O)N=C2SC=NN12	·	6	·	-1	2	-3	-8	·
O=[N+]([O-])c1ccc(COP(=O)(O)OCc2ccc([N+](=O)[O-])cc2)cc1	-2&-2	10&4	6&-3	3&3	5&6	-8&-7	3&3	-2&8
